# TSHR antag: human thyrotropin receptor antagonism | TSHR-expressing cells, TSH-stimulated cAMP HTRF, 2 h; hits give low values | activity change, negative = inhibition, % at 11.5 µM | 0.2% of 330,000 active | AID 504810;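 active = activity change below a set negative limit, meaning inhibition stronger than a set level, cut at about -70% in these data; inconclusive = activity change between two set negative limits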; also: % is scaled to controls: 0 for no effect and ±100 for the full control effect
#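 Freshly harvested TSHR cells receive pin-tooled compound, then EC80 TSH at 4nM final. After 2 hours at 37 deg C, antibody in lysis buffer and cAMP-d2 are added; 30 minutes at ambient temperature precede the HTRF read.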
# Mito fusion act: blocks mitochondrial division or promotes mitochondrial fusion; S. cerevisiae fusion-defective mutant growth rescue, CellTiterGlo 48 h; 0.23% of 320,000 active; Potency, µM (titrated, usually from 46.1 µM), inactives show at the top dose growth rescue (activation), actives largely listed as activators;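 also: potency is read from the fitted curve at half-maximal effect; % of control where 0% means no effect; nearly all actives have a fitted effect of over 45% in size; temperature-sensitive fusion mutants such as fzo1-1 at 37 °C on non-fermentable ethanol glycerol medium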
#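 Growth-rescue viability read-out: after 48 h at the non-permissive 37C in glycerol/ethanol YPEG, yeast mitochondrial fusion mutants are measured by CellTiterGlo luminescence; compounds (23 nl pinned per well) restoring growth score as division inhibitors or fusion activators.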
# Integrin act MD: activates integrin-mediated alleviation for muscular dystrophy; AID 624291; 0.064% of 350,000 active; Potency, µM (doses to about 38.3 µM), for inactives: top-dose activation, most hits filed as activators; alpha7betagal myoblasts, beta-gal FDG fluorescence, 48 h;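 also: potency is read from the fitted curve at half-maximal effect; 100% = response of the positive control SU9516; nearly all actives have a fitted effect of over 60% in size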
#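 alpha7betagal+/- myoblasts (passage 13, 250/well) treated 48 h at 37C with compounds at 1:260 dilution of DMSO stock. Lysed, then beta-galactosidase activity read as FDG fluorescence (ex 480/em 540) after 30 min, with pre-read for autofluorescence.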
# ASM inhibitor: human S-ASM enzyme inhibition | P17405 | placental ASM, HMU-PC fluorogenic substrate, 60 min | Potency, µM (series often up to 57.5 µM), for inactives: at the top dose activity change, negative = inhibition, usual class: inhibitors | 0.006% of 340,000 active | AID 504937; also: potency is read from the fitted curve at half-maximal effect
# Target sequence (P17405 47-631 limits assumed): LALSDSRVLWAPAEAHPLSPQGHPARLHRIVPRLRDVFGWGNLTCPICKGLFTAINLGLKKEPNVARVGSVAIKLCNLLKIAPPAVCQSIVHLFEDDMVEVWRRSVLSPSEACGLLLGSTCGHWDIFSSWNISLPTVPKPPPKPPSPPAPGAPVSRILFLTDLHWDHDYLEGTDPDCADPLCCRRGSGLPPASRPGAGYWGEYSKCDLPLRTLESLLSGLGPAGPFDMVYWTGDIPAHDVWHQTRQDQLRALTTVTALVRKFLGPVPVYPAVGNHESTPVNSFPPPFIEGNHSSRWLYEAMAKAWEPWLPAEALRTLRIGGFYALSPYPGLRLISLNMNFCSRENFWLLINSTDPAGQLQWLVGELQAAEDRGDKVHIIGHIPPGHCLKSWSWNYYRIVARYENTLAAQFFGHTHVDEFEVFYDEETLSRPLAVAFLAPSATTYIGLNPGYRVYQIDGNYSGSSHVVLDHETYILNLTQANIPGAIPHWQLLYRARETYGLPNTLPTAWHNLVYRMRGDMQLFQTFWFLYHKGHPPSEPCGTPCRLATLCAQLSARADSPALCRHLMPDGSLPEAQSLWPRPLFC
#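 Fluorogenic HMU-PC substrate (9 uM final) is turned over by placental ASM in 60 min at 37 C after a 10 min compound preincubation. Reaction ended by alkaline stop (pH 10), with fluorescence read at 386/447 nm.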
# ELG1 DNA repair: blocks ELG1-dependent DNA repair in HEK293T cells. HEK293T ELG1-luciferase reporter, luminescence, 16 h; DNA damage induced by 5-fluorouridine. Potency, µM (top dose mostly 46.1 µM), for the others: at the top dose activity change, negative = inhibition, actives largely listed as inhibitors. 2.3% of 330,000 active. AID 504467; also: potency is read from the fitted curve at half-maximal effect; % is scaled to controls: 0 for no effect and ±100 for the full control effect; nearly all actives have a fitted effect of over 55% in size
#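 DMSO vehicle served as the neutral condition. Each well held 2,000 cells given 5-fluorouridine plus compound; after 16 hr at 37 °C/5% CO2, ONE-Glo was added and luciferase measured 30 min later.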
# Eya2 inh: blocks the phosphatase activity of human Eya2. 0.006% of 330,000 active. recombinant Eya2, OMFP fluorescence dephosphorylation (OMFP is methylfluorescein phosphate). Potency, µM (highest dose often 76.9 µM), inactives show at the top dose activity, negative = inhibition, actives largely listed as inhibitors; also: potency is read from the fitted curve at half-maximal effect; % is scaled to controls: 0 for no effect and ±100 for the full control effect
#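 Eya2 protein (added as 0.2 uM solution) was preincubated with compound for 10 min at ambient temperature in 50 mM HEPES pH 7.5, 50 mM NaCl, 5 uM MgCl2, 0.05% BSA, 1 mM DTT. OMFP (added at 50 uM) then reacted 10 min; fluorescence read at 485/525 nm.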
# PTAP TSG101 blk: blocks PTAP/TSG101 interaction to inhibit HIV-1 budding; Q99816; Potency, µM (top dose mostly 115 µM), for inactives: at the highest dose activity change, negative = inhibition, usual class: inhibitors; Fluorescence polarization, FITC-PTAP peptide / Tsg101 binding; 340,000 tested, under 10 active; active = well fitted inhibition curve with a large enough effect in the main read-out, with a control signal flat, not every such curve was filed as active; inconclusive = small, poorly fitted or top-dose-only effect, or effect the other way, or a change in a side signal; inactive = no such curve, though single readings can be large or run the other way; also: potency is read from the fitted curve at half-maximal effect; % of control where 0% means no effect
#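 FP read-out: FITC-PTAP peptide, 50 nM final, binding Tsg101 binding domain, 10 uM final; 20 min, r.t.; 10 mM HEPES pH 7.5, 0.15 M NaCl, 0.01% Tween 20, 3 mM EDTA, 0.1 mM TCEP.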
# A-T KAP1 phos: candidate therapy for ataxia-telangiectasia | […] A-T fibroblasts, KAP-1 phosphorylation AlphaLISA; neocarzinostatin DNA damage 30 min before lysis | Potency, µM (series often up to 57.5 µM), without a hit: top-dose activation, hits mostly activators | AID 485349 | 0.19% of 320,000 active; also: potency is read from the fitted curve at half-maximal effect; % of control where 0% means no effect; nearly all actives have a fitted effect of over 45% in size
#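 ATM-like activity read as KAP-1 phosphorylation via AlphaLISA donor/acceptor antibody pairs after lysis and 6 hr at 25C. Cells were ATM-null patient fibroblasts ([…], hTERT), dosed 60 min, then exposed to the DSB inducer NCS for 30 min.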
# Tb PFK inh: inhibitors of T. brucei phosphofructokinase. O15648. T. brucei PFK, ADP-Glo luminescence. Potency, µM (series often up to 57.5 µM), inactives show at the highest dose activity, negative = inhibition, hits mostly inhibitors. 0.17% of 330,000 active;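 also: potency is read from the fitted curve at half-maximal effect; 0% = uninhibited 1x PFK enzyme wells and -100% = no-enzyme wells; nearly all actives have a fitted effect of over 60% in size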
# Target sequence (O15648 whole entry, looked up): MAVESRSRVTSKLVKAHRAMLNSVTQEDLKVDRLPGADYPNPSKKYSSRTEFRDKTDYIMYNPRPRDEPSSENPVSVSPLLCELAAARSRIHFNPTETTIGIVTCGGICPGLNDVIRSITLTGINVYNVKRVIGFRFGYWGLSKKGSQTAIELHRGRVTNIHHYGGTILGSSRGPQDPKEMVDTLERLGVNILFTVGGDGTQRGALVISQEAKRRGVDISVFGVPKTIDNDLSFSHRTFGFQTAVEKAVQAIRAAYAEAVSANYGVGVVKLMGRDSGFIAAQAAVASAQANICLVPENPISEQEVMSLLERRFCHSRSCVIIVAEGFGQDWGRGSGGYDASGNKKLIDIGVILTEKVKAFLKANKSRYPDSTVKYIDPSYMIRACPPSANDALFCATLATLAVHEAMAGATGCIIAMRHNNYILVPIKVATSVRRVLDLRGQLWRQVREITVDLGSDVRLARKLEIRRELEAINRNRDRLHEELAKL
#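 In TEA buffer at pH 8.0 with 5 mM MgCl2, enzyme (1.25 nM) converted F6P (0.5 mM) and ATP (0.1 mM) for 45 min at room temperature. ADP product was read by luciferase luminescence.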
# Chronic BCR inh: inhibitors of chronic active B-cell receptor signaling | ABC-DLBCL IkBa-CBG/CBR reporter, luminescence ratio, 4 h | AID 493014 | Potency, µM (highest dose often 46.1 µM), for the others: at the highest dose ratio change, negative = lower green/red ratio, most hits filed as inhibitors | 0.05% of 340,000 active; active = well fitted inhibition curve with a large enough effect in the signal ratio, with a control signal flat, not every such curve was filed as active; inconclusive = small, poorly fitted or top-dose-only effect, or effect the other way, or a change in a side signal; the % refers to the signal ratio;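 also: potency is read from the fitted curve at half-maximal effect; plate controls were basal doxycycline-induced cells for no effect and cells given 10 µM MG132 for full effect; MG132 reads +100%, hits lower the ratio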
#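 Doxycycline induced both beetle luciferases in TMD8 lymphoma cells; IKK-driven degradation limits the IkappaBalpha-fused green signal, while red luminescence normalises for cell number and nonspecific effects. Compounds tested up to 46 uM, 4 hrs.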
# TCR activator: T cell receptor activation. primary human leukocytes, anti-CD3, IL-2 HTRF, 48 h. Potency, µM (series often up to 9.22 µM), without a hit: at the highest dose activation of IL-2 secretion, most hits filed as activators. 330,000 tested, under 10 active; also: % of control where 0% means no effect
#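 IL-2 release read by HTRF sandwich (Eu cryptate donor, d2 acceptor, 665 nm emission) after 48 hr exposure of primary human leukocytes to compound together with anti-CD3 beads in the absence of co-stimulatory signals.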
# The depositor's hits bear a star; ? = inconclusive; / = not tested or not shown; [ ] = remark or other dose. Unless noted, calls follow the shape of the dose curve; as a rule, active = well fitted curve in the direction sought with a large enough effect; inconclusive = small, poorly fitted or top-dose-only effect, or another doubt; inactive = no such curve, though single readings can be large; an effect the other way counts as inactive or inconclusive. Rows were taken by chance (roughly 3.2% active in at least one column).
item	Molecule	TSHR antag	Mito fusion act	Integrin act MD	ASM inhibitor	ELG1 DNA repair	Eya2 inh
1	CC(C)CN(C(=O)CN1CCN(S(=O)(=O)c2ccccc2)CC1)c1c(N)n(CC(C)C)c(=O)[nH]c1=O	11	-3%	0%	2%	18%	3%
2	Cc1ccc2nc(NC(=O)C3CCCN(S(=O)(=O)c4cccc5nsnc45)C3)sc2c1 (centres undefined)	-9	?	-44%	-16%	18µM*	-9%
3	C=CCc1cc(C)ccc1OCCOCCn1ccnc1	11	5%	0%	6%	-1%	-3%
4	CS(=O)(=O)N1CCc2cc(C(=O)Nc3ccc(Br)cc3)ccc21	-9	21%	5%	-10%	-1%	2%
5	Clc1ccc(-n2nnc(-c3cccnc3Cl)n2)cn1	-7	-6%	23%	6%	?	-22%
6	Cc1ccc(-n2nc3c(c2NC(=O)c2ccco2)CS(=O)C3)cc1 (centres undefined)	-42	2%	-5%	0%	4%	-3%
7	CCC1(c2ccc(F)cc2)NC(=O)N(CC(=O)NC2CC2)C1=O (centres undefined)	2	-4%	-6%	-2%	?	13%
8	CCCC(=O)Nc1ccc(-c2nc3cc(C)c(C)cc3o2)cc1	-7	-1%	-28%	-2%	?	-13%

item	PTAP TSG101 blk	A-T KAP1 phos	Tb PFK inh	Chronic BCR inh	TCR activator
1	-3%	4%	4%	0%	2%[46.1 µM]
2	1%	15%	-5%	?	-5%
3	-4%	5%	?	-1%	-4%[46.1 µM]
4	-6%	0%	1%	?	1%
5	-6%	11%	8%	?	2%
6	-1%	-5%	1%	0%	15%
7	1%	10%	4%	1%	2%
8	-2%	-1%	-4%	?	0%

# Other results.
item	Molecule	TSHR antag	Mito fusion act	Integrin act MD	ASM inhibitor	ELG1 DNA repair	Eya2 inh
9	Cc1cccc(OCC(=O)Nc2nc(-c3ccncc3)cs2)c1	0	-4%	-50%[inhibitor]	-1%	?	-17%
10	CCSc1nnc(NC(=O)c2cccc(S(=O)(=O)N(C)c3ccc(C)cc3)c2)s1	-18	5%	14%	-12%	3%	-5%
11	O=C(Nc1ccccc1C(F)(F)F)c1cccnc1	7	1%	-11%	4%	18%	5%
12	O=C1/C(=C/c2ccc3c(c2)OCO3)CCC/C1=C\c1ccc2c(c1)OCO2	-18	23%	-19%	-6%	14%	2%
13	O=C(O)CC(c1cccc2ccccc12)n1cccc1 (centres undefined)	9	-2%	20%	-6%	-3%	5%
14	CCN(CC)CC(=O)Nc1ccc(C)cc1C(=O)c1ccccc1	-4	-1%	14%	2%	?	1%
15	CCOc1cc(C)c(C(C)C)cc1S(=O)(=O)n1ccc(C)n1	3	5%	21%	-2%	3%	4%
16	Cc1ccc(NC(=S)NC(=O)Cc2ccccc2)c(O)c1	40	-4%	-23%	-6%	23%	-18%

item	PTAP TSG101 blk	A-T KAP1 phos	Tb PFK inh	Chronic BCR inh	TCR activator
9	0%	-2%	-3%	4%	-5%
10	-8%	14%	-1%	?	5%[46.1 µM]
11	-6%	-14%	4%	0%	-6%
12	0%	-5%	1%	3%	-11%
13	-7%	-8%	-4%	-2%	1%
14	0%	0%	-2%	-5%	-4%
15	-4%	10%	1%	-6%	2%
16	-1%	-8%	-1%	5%	8%

# Molecules listed so far containing fluorine (two):
item	Molecule	TSHR antag	Mito fusion act	Integrin act MD	ASM inhibitor	ELG1 DNA repair	Eya2 inh
7	CCC1(c2ccc(F)cc2)NC(=O)N(CC(=O)NC2CC2)C1=O (centres undefined)	2	-4%	-6%	-2%	?	13%
11	O=C(Nc1ccccc1C(F)(F)F)c1cccnc1	7	1%	-11%	4%	18%	5%

item	PTAP TSG101 blk	A-T KAP1 phos	Tb PFK inh	Chronic BCR inh	TCR activator
7	1%	10%	4%	1%	2%
11	-6%	-14%	4%	0%	-6%

# The list continues:
item	Molecule	TSHR antag	Mito fusion act	Integrin act MD	ASM inhibitor	ELG1 DNA repair	Eya2 inh
17	CCOc1cc(/C=C/c2nc3cc(C)c(C)cc3s2)ccc1OCC(=O)N1CCOCC1	-1	7%	12%	403%[activator]	?	6%
18	CCS(=O)(=O)c1nc(S(=O)(=O)c2ccc(C)cc2)c(NCCCn2ccnc2)s1	10	-12%	30%	-2%	?	0%
19	CCCCNC(=S)N(C)/N=C/c1ccccc1C(=O)O	8	-2%	-7%	2%	4%	-6%
20	CCSC1=NCCN1C(=O)c1ccc(S(=O)(=O)N(CC)CC)cc1	5	7%	-1%	-2%	5%	-2%
21	COc1ccc(NC(=O)CCNS(=O)(=O)c2ccc(Br)s2)cc1	-6	6%	6%	-1%	3%	?
22	CCNC(=O)C(=O)N/N=C/c1cc([N+](=O)[O-])ccc1O	-10	22µM*	-38%	-6%	?	10%
23	CN1CCN(C2=C(NS(=O)(=O)c3cccs3)C(=O)c3ccccc3C2=O)CC1	-3	-7%	-7%	-1%	-28%	-14%
24	O=C(c1cccc(F)c1)N1CCN(Cc2ccc3c(c2)OCO3)CC1	-42	-3%	-4%	-1%	-16%	-1%

item	PTAP TSG101 blk	A-T KAP1 phos	Tb PFK inh	Chronic BCR inh	TCR activator
17	0%	1%	0%	0%	-8%[46.1 µM]
18	-3%	0%	-7%	?	-1%
19	-4%	-6%	4%	?	6%
20	-10%	-1%	3%	2%	0%
21	-4%	3%	-2%	-12%	/
22	-2%	-3%	-10%	5%	0%
23	-4%	7%	1%	4%	6%
24	-1%	3%	-4%	1%	/

# The listing continues:
item	Molecule	TSHR antag	Mito fusion act	Integrin act MD	ASM inhibitor	ELG1 DNA repair	Eya2 inh
25	CCOc1[nH]n(-c2ccccc2)c(=O)c1C=NCc1ccncc1	6	-1%	-27%	0%	8%	11%
26	Cc1ccc2nc(/C(C#N)=C\c3cc(O)ccc3[N+](=O)[O-])[nH]c2c1	-2	11%	1%	-4%	12%	-3%
27	CCC1CCCCN1CCCNC(=O)c1ccc2c(c1)c(C)c(C)n2CC (centres undefined)	-5	-3%	-56%[inhibitor]	0%	12%	-5%
28	CC(=O)/C(C#N)=C1\NC(=O)C(Cc2ccccc2Cl)S1 (centres undefined)	-7	0%	27%	6%	2%	-9%
29	C=CCNc1cc(C)oc(=O)c1C(=O)CCC	14	3%	-10%	5%	18%	5%
30	CC(O)CSc1nc2c(c(=O)n(C)c(=O)n2C)n1CCCc1ccccc1 (centres undefined)	17	19%	23%	-6%	-3%	-3%
31	COc1ccc(OCC(O)CNC(=O)Nc2ccccc2)cc1 (centres undefined)	4	2%	-7%	-1%	-9%	-3%
32	Cc1csc(NC(=O)C2CCCN(S(=O)(=O)c3cccnc3)C2)n1 (centres undefined)	-5	-1%	6%	-4%	-19%	11%

item	PTAP TSG101 blk	A-T KAP1 phos	Tb PFK inh	Chronic BCR inh	TCR activator
25	0%	4%	1%	1%	-4%
26	0%	-3%	1%	?	1%
27	2%	7%	1%	-6%	5%
28	-6%	-2%	1%	-1%	-14%
29	-7%	/	-2%	?	2%
30	-1%	8%	1%	1%	9%
31	1%	-4%	-3%	-6%	-5%
32	-6%	7%	0%	23%	-1%

# The list continues:
item	Molecule	TSHR antag	Mito fusion act	Integrin act MD	ASM inhibitor	ELG1 DNA repair	Eya2 inh
33	O=C(/C=C\c1ccc2c(c1)OCO2)CC1(O)C(=O)Nc2ccccc21 (centres undefined)	5	0%	-44%	28%	2%	-1%
34	Cc1cccc(OCCCC(=O)Nc2ccc(S(=O)(=O)Nc3ncccn3)cc2)c1C	10	2%	1%	4%	9%	-8%
35	N#CCSc1nnc(CNc2ccc(F)cc2)o1	-9	-8%	-7%	1%	-6%	-21%
36	CC(C)S(=O)(=O)c1cnc(-c2ccccn2)nc1N	-1	0%	-26%	4%	21%	-6%

item	PTAP TSG101 blk	A-T KAP1 phos	Tb PFK inh	Chronic BCR inh	TCR activator
33	-7%	1%	-1%	?	0%
34	-1%	-5%	0%	-2%	3%
35	-5%	-7%	?	-27%	8%[46.1 µM]
36	-1%	-3%	1%	1%	0%

# Screening results as filed in PubChem BioAssay.
